GPR151 ag: activators of human GPR151, primary screen, cell-based, PathHunter beta-arrestin, luminescence. 1% of 650,000 active. PathHunter beta-arrestin GPR151 cells. activation, % at 11.2 µM. G-protein coupled receptor 151 (Homo sapiens), Q8TDV0. AID 1508602, 2020; in the data active means activation above about 4.9%;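 further: 0% = median of compound wells and 100% = cells with positive control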
Target sequence (Q8TDV0 whole entry, looked up): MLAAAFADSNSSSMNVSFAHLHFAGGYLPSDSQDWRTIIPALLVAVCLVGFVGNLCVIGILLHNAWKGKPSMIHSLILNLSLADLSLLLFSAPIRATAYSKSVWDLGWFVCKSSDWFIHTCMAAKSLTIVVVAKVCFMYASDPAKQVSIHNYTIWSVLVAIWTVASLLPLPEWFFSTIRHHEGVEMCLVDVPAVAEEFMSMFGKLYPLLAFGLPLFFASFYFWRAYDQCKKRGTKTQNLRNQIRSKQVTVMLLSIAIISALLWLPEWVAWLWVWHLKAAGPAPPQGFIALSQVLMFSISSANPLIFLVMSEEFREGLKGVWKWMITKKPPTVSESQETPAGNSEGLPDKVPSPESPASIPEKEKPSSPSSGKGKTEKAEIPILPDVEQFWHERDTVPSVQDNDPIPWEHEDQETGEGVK
MITF inh: MITF inhibitors, primary screen, biochemical, AlphaScreen, human; Microphthalmia-associated transcription factor (Homo sapiens), O75030; AlphaScreen MITF homodimerization, bead proximity signal; inhibition, % at 2.6 µM; 0.91% of 650,000 active; in the data active means inhibition above about 50%;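 further: 0% = vehicle wells with protein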
Target sequence (O75030 whole entry, looked up): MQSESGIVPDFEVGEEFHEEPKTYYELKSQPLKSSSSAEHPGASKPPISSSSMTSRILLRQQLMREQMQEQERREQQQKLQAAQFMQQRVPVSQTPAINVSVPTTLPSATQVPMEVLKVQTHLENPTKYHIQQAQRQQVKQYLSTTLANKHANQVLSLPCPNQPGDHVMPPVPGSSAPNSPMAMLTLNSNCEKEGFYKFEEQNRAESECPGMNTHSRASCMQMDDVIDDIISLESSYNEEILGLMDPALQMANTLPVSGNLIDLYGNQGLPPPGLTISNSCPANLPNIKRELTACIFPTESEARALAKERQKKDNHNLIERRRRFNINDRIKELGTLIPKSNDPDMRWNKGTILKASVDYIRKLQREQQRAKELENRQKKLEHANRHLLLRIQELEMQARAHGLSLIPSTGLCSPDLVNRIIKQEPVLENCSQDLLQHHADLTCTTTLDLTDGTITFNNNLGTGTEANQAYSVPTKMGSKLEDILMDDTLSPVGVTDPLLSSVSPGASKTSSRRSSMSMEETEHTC
TEAD-YAP inh: TEAD-YAP interaction inhibition, primary screen, TEAD-YAP interaction inhibitor project, luminescence, HEK-TIYL cells | 1.4% of 640,000 active | TEAD-Gal4/YAP UAS-luciferase luminescence | inhibition, % at 9.12 µM; in the data active means inhibition above about 32%;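 further: 0% = median of test compound wells and 100% = reference inhibitor wells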
FBW7 activator: FBW7 E3 ligase activators, primary screen, biochemical, AlphaScreen, human; F-box/WD repeat-containing protein 7 (Homo sapiens), Q969H0; AlphaScreen FBW7–phospho-cyclin E peptide binding, activator screen; normalized activity (activation), % at 26.1 µM; AID 1259310, 2017; 0.13% of 650,000 active; in the data active means normalized activity above about 1.9%;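 further: purified mutant Fbw7 with reduced substrate affinity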
Starred values were filed as active, the others as inactive. This is a random part of the collection; 3.4% or so of the library scored in one or more.

SMILES | GPR151 ag | MITF inh | TEAD-YAP inh | FBW7 activator
CC1=C(C(=O)OCCC(C)C)C(c2ccc(C)cc2)NC(=O)N1 (stereo not given) | 1.2 | 2.0 | -7.6 | -0.1
COC(=O)c1ccc(C)c(NS(=O)(=O)c2ccc3ccccc3c2)c1 | 0.6 | -2.7 | 53.2* | -0.2
CCOc1ccc2nc(SCC(=O)Nc3ccc(C(N)=O)cc3)sc2c1 | 0.3 | 3.0 | -6.8 | -0.4
O=C(Nc1ccccc1Br)N1CCC(CN2CCOCC2)CC1 | 1.4 | -4.0 | 1.5 | 0.1
COc1cccc(CN2C(=O)C3C(C(=O)Nc4cccc(C)c4)C4C=CC3(O4)C2C(=O)NC2CCCC(C)C2C)c1 (stereo not given) | 0.3 | -2.3 | -7.5 | -0.2
CC1=C(C(=O)OCCc2ccccc2)C(c2ccc(N(C)C)cc2)C2=C(CCCC2=O)N1 (stereo not given) | -0.6 | 12.2 | -6.9 | -0.1
CC(=O)N(CCO)Cc1cc2cc(C)ccc2[nH]c1=O | -0.5 | -4.4 | 2.0 | 0.1
COc1ccc(OC)c(NS(=O)(=O)c2ccc3c(c2)NC(=O)CC(=O)N3)c1 | 1.3 | 3.1 | 4.8 | 0.1
Cc1ccc(C(=O)c2c(C)oc3ccc(O)cc23)cc1 | -0.7 | 21.8 | -7.9 | 0.1
CCOC(=O)c1c(-c2ccc(OC)cc2)oc2ccc(OC(=O)CC)cc12 | -1.3 | -7.6 | -0.1 | 0.1
O=C(CSc1nc(-c2ccccc2Cl)ns1)N1CCCc2ccccc21 | -0.9 | -17.9 | 0.9 | 0.1
O=C(NCCc1ccccn1)c1cnc2ccccn12 | -0.4 | 7.3 | -27.5 | 0.9

Record cards, as listed above. Order of screens: GPR151 ag, MITF inh, TEAD-YAP inh, FBW7 activator
Listed for COC(=O)c1ccc(C)c(NS(=O)(=O)c2ccc3ccccc3c2)c1 : 0.6, -2.7, 53.2*, -0.2
Listed for O=C(NCCc1ccccn1)c1cnc2ccccn12 : -0.4, 7.3, -27.5, 0.9

Other records
SMILES | GPR151 ag | MITF inh | TEAD-YAP inh | FBW7 activator
O=C(Cc1ccc(-c2ccccc2)cc1)N1CCCC1c1nc(-c2cnccn2)n[nH]1 (stereo not given) | -1.4 | -0.6 | -1.1 | -0.1
CCN(CC)S(=O)(=O)c1cc(NC(=O)[C@@H](NC(N)=O)C(C)C)ccc1C | -2.1 | 16.2 | -1.0 | 0.8
CCCN(CCC)C(=O)C1Sc2nnc(C)n2NC1c1ccc(OCC)cc1 (stereo not given) | 0.0 | -11.6 | 3.3 | -0.2
COCCCN1C(=O)CC[C@@H]2CN(C(=O)c3ccc(C)s3)CC[C@@H]21 | 0.4 | 0.7 | -11.6 | -0.2
CCSCCOC(=O)C1=C(C)NC2=C(C(=O)CCC2)C1c1coc2ccc(C)cc2c1=O (stereo not given) | 2.9 | 8.6 | 17.2 | 0.4
COc1ccccc1C1CC(=O)NC(C)=C1C(=O)OCCSC (stereo not given) | 1.2 | 17.0 | 0.8 | 0.5
C=CCN1CCN(C(c2ccc(OC)cc2OC)c2nnnn2Cc2ccccc2)CC1 (stereo not given) | -0.3 | 2.3 | -9.1 | 0.8
CC(C)Oc1ccc(NC(=O)Nc2ccc(Cl)cc2)cc1 | -0.3 | 12.1 | -21.0 | -0.1
COc1ccccc1CNCc1cc(Br)ccc1OC | -1.0 | 69.7* | -2.3 | -0.3
COc1ccccc1-c1coc2c(CN(C)C)c(O)ccc2c1=O | 0.6 | -15.8 | 10.2 | -0.1
COc1ccc(CCNc2ncnc3nc(Nc4cnccn4)[nH]c23)cc1 | 1.1 | 8.9 | 8.9 | -0.2
CNC(=O)c1ccccc1Nc1cc(Nc2ccc3[nH]cc(C4=CCNCC4)c3c2)ncc1C(F)(F)F | 0.9 | 8.3 | -17.8 | 0.1
COc1ccccc1N1CCN(C/C=C/c2ccccc2[N+](=O)[O-])CC1 | 0.2 | 39.1 | 12.5 | 0.2
CCCCNC(=O)Cn1c2ccccc2c2cn[nH]c(=O)c21 | -0.3 | 3.2 | 0.9 | 0.1
O=C(CCCC(=O)NCCc1ccccc1)NCCc1ccccc1 | -0.4 | -0.8 | 2.4 | -0.1
CC(=O)N1CCCN(c2nc3nonc3nc2N2CCCCCC2)CC1 | -0.1 | 6.2 | 3.4 | 0.0
Cc1ccc(C)c(S(=O)(=O)NCC2CN(c3cccc(Cl)c3)C(=O)O2)c1 (stereo not given) | -1.5 | 9.4 | 12.1 | 0.1
COc1ccc(S(=O)(=O)N2CCN(c3ccc(F)cc3)CC2)c(C)c1 | 0.2 | 13.8 | 1.6 | 0.0
COc1ccc(C(CC(=O)NCc2ccco2)NC(=O)C(F)(F)F)cc1 (stereo not given) | 0.3 | 5.0 | -9.4 | -0.1
CCN1CCC(C2(Cc3ccc(F)cc3)NC(=O)N(C3CCCC3)C2=O)CC1 (stereo not given) | -1.0 | 3.2 | -8.5 | -0.2
CCCNC(=O)c1cccc(Nc2nc3ccccc3n2C)n1 | -1.5 | 23.6 | -4.5 | -0.5
Nc1ccc(C23CC4CC(CC(C4)C2)C3)cc1 | 0.7 | 3.5 | 19.3 | -0.4
COc1ccc(C)cc1NC(=O)c1sc2ncnc(N3CCc4ccccc4C3)c2c1C | 3.3 | -3.5 | -2.7 | -0.1
COc1ccc(/C=C2\N=C(c3ccccc3Br)OC2=O)c(OC)c1 | -0.5 | -0.1 | 4.9 | 0.0
NC(=O)c1ccc(-c2cc(C(=O)NC3CCN(Cc4ccccc4)CC3)ccn2)cc1 | 0.9 | -10.4 | -4.2 | 0.1
O=C1/C(=C/c2ccc(Cl)cc2)C=C(c2ccccc2)N1c1ccc(Br)cc1 | -0.6 | 0.1 | -13.9 | 0.0
COc1ccc(-c2nc(NC(=O)CSc3ccccc3)sc2CCC(=O)O)cc1 | 2.9 | 14.7 | 3.2 | 0.3
O=C(c1ccc(Cn2nnc3ccccc3c2=O)cc1)N1CCN(Cc2ccc3c(c2)OCO3)CC1 | 0.1 | -8.6 | 14.4 | 0.2
CCCCC(=O)OCC(=O)c1c(N)n(C)c(=O)n(C)c1=O | 1.8 | 6.3 | 3.1 | 0.0
Nc1nc(SC(c2ccccc2)c2ccccc2)n[nH]1 | 1.0 | 6.4 | 8.6 | 0.0
COc1ccc(C2=NN(C(=O)CSc3nnc(CNC(=O)c4cccs4)n3-c3cccc(C)c3)C(c3ccc(OC)cc3)C2)cc1 (stereo not given) | -0.2 | -3.2 | -9.7 | -0.3
O=C(Cn1cnc2ccccc21)OC1CCOC1=O (stereo not given) | 0.9 | 12.0 | 2.2 | 0.3
O=C(Cc1cccc(F)c1)Nc1cnn(-c2cccc(C(=O)Nc3ccc(N4CCOCC4)cc3)c2)c1 | 0.8 | -9.4 | 1.3 | 1.3
CN(C1=C(NCCO)C(=O)c2ccccc2C1=O)c1ccccc1 | -0.4 | 24.0 | 2.7 | -0.2
c1nc(N2CCCCCC2)c2c3c(sc2n1)CCCCC3 | 0.8 | -8.4 | -0.8 | -0.1
Cc1cc(C)c(C(N)=O)c(SCC(=O)c2ccc(Cl)cc2)n1 | 1.9 | 3.6 | -2.5 | -0.1
Cc1ccc(-c2nc3ccccc3c(=O)n2NC(=O)c2ccco2)cc1C | 5.4* | -12.3 | -1.4 | 0.0
CC(=O)CC(c1ccccc1)S(=O)(=O)c1ccc(Br)cc1 (stereo not given) | 0.8 | 4.1 | 3.1 | -0.1
C=CCn1c(=O)c(C(=O)Nc2cccc(O)c2)c(O)c2ccccc21 | -0.6 | -1.5 | 3.8 | -0.1
CN1CCN(c2ncn(-c3ccc(Nc4nccc(-c5cc(C#N)cc(N(C)C)c5)n4)cc3)n2)CC1 | 0.0 | -4.3 | -8.4 | -0.1
C=CCC1(CC=C)CCCN1C(=O)CC1C(=O)NCCN1C/C=C/c1ccccc1 (stereo not given) | -2.1 | -10.1 | -5.7 | 0.0
COc1ccc(NC(=O)CCCC(=O)O)c(OC)c1 | 1.0 | -6.5 | -2.0 | 0.0
CC(Oc1ccccc1)C(=O)Nc1nnc(C(C)(C)C)s1 (stereo not given) | 0.6 | 9.8 | -30.6 | -0.1
CCC(Oc1ccc2c3c(c(=O)oc2c1C)CCC3)C(=O)OC(C)C (stereo not given) | -0.4 | 8.9 | -4.2 | -0.1
COc1cc(/C=C(\C#N)c2nc3ccccc3s2)cc([N+](=O)[O-])c1O | 1.8 | 6.9 | -2.5 | 0.1
NC(=O)c1nc(-c2ccncc2)nc2c1[nH]c(=O)n2-c1cccc(Cl)c1 | -0.8 | 25.4 | -18.1 | 1.8
CC1CCc2nc(N)c(C#N)c(-c3ccncc3)c2C1 (stereo not given) | 0.0 | -5.1 | -11.9 | -0.2
CCN1C(=O)/C(=C/C=C/C=C\N(C(C)=O)c2ccccc2)OC1=S | -0.3 | 15.6 | 4.2 | -0.1
O=C(C1CC2C=CC1C2)N1CCN(Cc2nc3sc4c(c3c(=O)[nH]2)CCCC4)CC1 (stereo not given) | 0.8 | -13.6 | -3.4 | -0.1
O=C(NCCc1cscn1)c1ccccc1C(F)(F)F | 2.1 | -5.2 | 4.3 | 0.2
Cc1cccc(N(CC(=O)Nc2ccccc2Cl)S(C)(=O)=O)c1C | 0.2 | 12.5 | 8.9 | 0.0
O=C(Nc1ccc(F)cc1F)C1CC1c1ccccc1 (stereo not given) | 0.8 | -6.4 | -27.1 | 0.3
CCN(CC)C(=O)C1CCCN(c2ncc(C(=O)NCc3cccnc3)s2)C1 (stereo not given) | -1.1 | -8.7 | -1.2 | -0.2
COC(=O)Cc1ccc(NC(=O)COc2ccc(C(C)(C)C)cc2)cc1 | 0.4 | 9.3 | 9.6 | 0.2
C[n+]1cc(C(N)=O)ccc1/C=N/O | -0.6 | -6.6 | -0.6 | -0.1
O=C(NCc1cccnc1)c1cccc(-c2csc3ccccc23)n1 | 0.7 | 6.2 | 9.1 | 0.0
CCN(CC)CCCC(C)NC(=O)c1ccc([N+](=O)[O-])cc1 (stereo not given) | -0.2 | -9.9 | -1.1 | -0.1
Cc1cc(C(F)(F)Cl)n2nc(C)c(-c3ccccc3)c2n1 | -0.3 | 1.9 | 3.3 | -0.1
COCCNCCCOc1ccc(C(C)(C)c2ccccc2)cc1 | -1.1 | 84.9* | 10.2 | 0.2
O=C(NC(Cc1ccccc1)C(=O)Nc1ccccc1)OCc1ccccc1 (stereo not given) | -0.3 | 8.9 | 1.9 | 0.0

In the list so far, three have a CF3 group:
SMILES | GPR151 ag | MITF inh | TEAD-YAP inh | FBW7 activator
CNC(=O)c1ccccc1Nc1cc(Nc2ccc3[nH]cc(C4=CCNCC4)c3c2)ncc1C(F)(F)F | 0.9 | 8.3 | -17.8 | 0.1
COc1ccc(C(CC(=O)NCc2ccco2)NC(=O)C(F)(F)F)cc1 (stereo not given) | 0.3 | 5.0 | -9.4 | -0.1
O=C(NCCc1cscn1)c1ccccc1C(F)(F)F | 2.1 | -5.2 | 4.3 | 0.2

The list continues.
SMILES | GPR151 ag | MITF inh | TEAD-YAP inh | FBW7 activator
COc1ccc(CCNC2CC(=O)N(C)C2=O)cc1OC (stereo not given) | 0.5 | 8.6 | 8.9 | -0.1
CCCCOc1ccc(NC(=O)CSc2ncccn2)cc1 | 1.0 | -2.0 | -1.0 | -0.1
CCN(CC)S(=O)(=O)c1ccc(O)c(NC(=O)CN2CC(=O)Oc3ccccc32)c1 | -1.1 | 21.8 | 1.1 | 0.2
O=C(Cn1nnc(-c2ccccc2)n1)OCc1ccccc1 | 1.2 | -8.3 | -3.5 | -0.1
Cc1csc(NC(=O)C2CCCN2S(=O)(=O)c2cccc3nsnc23)n1 (stereo not given) | -2.0 | -13.6 | -8.2 | 0.4
COc1ccc(S(=O)(=O)NC2CCS(=O)(=O)C2)cc1[N+](=O)[O-] (stereo not given) | 0.0 | -1.8 | -2.4 | -0.1
Cc1ccc(-n2nc3c(c2NC(=O)C24CC5CC(CC(C5)C2)C4)CSC3)c(C)c1 | 0.3 | -5.2 | 6.7 | -0.1
COc1ccc2nc(SCC(=O)Nc3ccc(Oc4ccccc4)cc3)n(S(=O)(=O)c3ccc(Cl)cc3)c2c1 | 1.0 | 26.6 | 0.0 | 0.7
Cc1ccc(NC(=O)CSc2ccnc(=O)[nH]2)c(C)c1 | -1.4 | 1.4 | 4.7 | 0.1
O=C(CCC(=O)N(C1CC1)C1CCN(Cc2ccccc2)CC1)NCC1CCCO1 (stereo not given) | -1.8 | -3.4 | 0.9 | -0.3
CC1=C(C(=O)Nc2ccccn2)C(c2ccc(Cl)cc2)C2=C(CC(C)(C)CC2=O)N1 (stereo not given) | 0.1 | 13.8 | 7.1 | 0.2
CCOC(=O)c1c(N)sc2c1CCCC2=O | 3.7 | -14.5 | 23.3 | 0.2
CCc1ccc(N(CC(=O)NCCOC)C(=O)c2snc(C(N)=O)c2N)cc1 | -0.8 | 20.4 | -12.5 | 0.1
CCCCNc1ccc([N+](=O)[O-])cc1C(N)=O | 0.1 | 9.8 | -1.5 | -0.3
COc1ccc(Br)cc1S(=O)(=O)N1c2ccccc2CC1C (stereo not given) | -0.5 | 9.8 | 6.3 | -0.2
CC(=O)Nc1ccc(NC(=O)CSc2nnc(Cc3cccn3C)n2C)cc1 | 0.4 | 12.1 | 4.1 | -0.2

Bioassay records: PubChem, The Scripps Research Institute Molecular Screening Center
